S1P4 ag: agonists of human S1P4 receptor | S1P4-expressing cell line, agonist reporter assay | activation, % at 4.98 µM | 220,000 compounds, 0.35% hits; in the data active = activation above about 11%;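 note: 0% = DMSO vehicle and 100% = reference agonist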
TRPML3 ag: human mucolipin-3 channel agonism | Q8TDD5 | HEK293 TRPML3-YFP, Fluo-8 calcium fluorescence; 100% = the carbachol control signal | activation, % at 3 µM | 220,000 compounds, 0.29% hits | AID 1448;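 active = activation above its plate's cutoff, the mean activation of the plate's test wells plus 3 SD, cut at about 12% in these data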;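 note: 0% = DMSO only wells and 100% = carbachol wells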
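Material: HEK293 cells stably carrying human TRPML3-YFP; compound dosing: single dose, 3 µM final nominal compound, 0.3% DMSO final; incubation: 1-h 37 °C dye load, 5-s basal, 120-s post-compound reads; technique: Fluo-8 intracellular calcium fluorescence, excitation 470-495 nm, emission 515-575 nm; read-out basis: percent activation from peak-to-basal fluorescence ratio, scaled between DMSO and carbachol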
EP2 modulator: modulators of human EP2 prostaglandin E2 receptor; P43116; EP2-expressing cells, cAMP HTRF FRET, PGE2 co-stimulation; induction, % at 25 µM; 260,000 compounds, 0.83% hits; AID 940;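 active = compounds whose cAMP rise, as percent of the full-agonist control response, exceeds 60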;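 note: rat C6 glioma line stably carrying human EP2 under a CMV promoter; the protocol text gives 20 µM as final concentration; 100% = response of wells given 1 µM PGE2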
Target sequence (P43116 whole entry, looked up): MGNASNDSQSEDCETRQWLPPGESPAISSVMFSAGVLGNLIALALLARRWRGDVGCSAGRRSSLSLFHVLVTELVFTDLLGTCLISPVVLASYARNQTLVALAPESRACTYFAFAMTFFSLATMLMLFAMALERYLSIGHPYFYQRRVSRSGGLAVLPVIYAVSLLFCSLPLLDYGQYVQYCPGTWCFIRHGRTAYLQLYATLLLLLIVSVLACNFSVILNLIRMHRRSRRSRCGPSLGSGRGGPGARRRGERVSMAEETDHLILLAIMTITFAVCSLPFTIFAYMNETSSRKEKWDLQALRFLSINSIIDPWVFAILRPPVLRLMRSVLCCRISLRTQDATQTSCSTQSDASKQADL
S1P4 antagonist: human S1P4 receptor antagonism; 220,000 compounds, 0.26% hits; AID 1510; S1P4-expressing cells, antagonist mode, reporter read-out; O95977; inhibition, % at 4.98 µM; in the data active = inhibition above about 29%;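 note: 0% = wells stimulated with agonist and 100% = vehicle wells without agonist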
NPY1 pot ag: human NPY-Y1 potentiation or agonism, primary screen; AID 1304; activation, % at 3.6 µM; 220,000 compounds, 0.37% hits; NPY-Y1 expressing cells, potentiator/agonist activation; P25929; in the data active = activation above about 33%, passing the limit was not always enough;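 note: cells stimulated with NPY at EC10 then isoproterenol at EC100; 0% = low agonist plus stimulus and 100% = saturating agonist plus stimulus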
Target sequence (P25929 whole entry, looked up): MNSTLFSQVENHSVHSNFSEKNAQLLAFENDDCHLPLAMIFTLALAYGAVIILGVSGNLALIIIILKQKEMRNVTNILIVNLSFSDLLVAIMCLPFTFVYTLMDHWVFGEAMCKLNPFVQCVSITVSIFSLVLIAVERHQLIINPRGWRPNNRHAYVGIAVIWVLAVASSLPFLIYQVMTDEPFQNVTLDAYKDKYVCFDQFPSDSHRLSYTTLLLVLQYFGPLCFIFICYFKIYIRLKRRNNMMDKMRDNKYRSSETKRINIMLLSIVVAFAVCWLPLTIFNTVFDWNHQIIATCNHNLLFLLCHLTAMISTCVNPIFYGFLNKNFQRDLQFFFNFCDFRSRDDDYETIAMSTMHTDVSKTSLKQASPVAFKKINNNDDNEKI
NPY-Y2 PAM-ag: human NPY-Y2 potentiation or agonism, primary screen | P49146 | cells expressing NPY-Y2, potentiator/agonist read-out | activation, % at 3.6 µM | 220,000 compounds, 0.45% hits | AID 1359; in the data active = activation above about 27%;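 note: cells stimulated with NPY near EC25 plus isoproterenol at EC100; 0% = vehicle plus submaximal agonist and 100% = vehicle plus saturating agonist; some results beyond the cut were filed as inactive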
zfTRPN1 agonist: activates the zebrafish TRPN1 channel. activation, % at 3 µM. AID 1424. 220,000 compounds, 0.18% hits. HEK293 zebrafish TRPN1-YFP, Fluo-8 calcium fluorescence; 100% = response to 87 µM carbachol;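 active = activation above its plate's cutoff, the mean activation of test wells on that plate plus 3 SD, cut at about 19% in these data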;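 note: 0% = DMSO alone and 100% = 87 µM carbachol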
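Assay system: Zebrafish TRPN1-YFP in HEK293 cells | Incubation: Dye loading 1 h at 37 °C, then 30 min room temperature | Measured by: Kinetic Fluo-8 fluorescence, ex 470-495, em 515-575 nm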
CHOP inh: CHOP inhibition in unfolded protein response; inhibition, % at 10 µM; CHO-K1 CHOP-promoter luciferase, tunicamycin-induced, 15-18 h; AID 2732; 220,000 compounds, 3.8% hits;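 active = compounds that reduced the stress-induced luciferase reporter signal by more than about 70% of percent inhibition, limit read from the data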;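 note: 0% = tunicamycin plus vehicle and 100% = wells without tunicamycin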
NPY Y1 blocker: NPY-Y1 (human) receptor antagonism. P25929. inhibition, % at 3.6 µM. AID 1040. 200,000 compounds, 1% hits. HEK293-CNG Y1 cells, membrane potential fluorescence; NPY at EC95, then isoproterenol;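 active = inhibition above the campaign mean inhibition of all tested compounds plus 3 SD, cut at about 20% in these data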;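 note: 0% = DMSO wells given NPY plus isoproterenol and 100% = isoproterenol alone without NPY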
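material = HEK293 cells with Y1 receptor plus CNG channel | also added = NPY 25 nM then isoproterenol 1 µM plus Ro 20-1724 25 µM | schedule = dye 3 h, compound 60 min room temperature, stimulation 45 min | measured by = membrane potential fluorescence | benchmarks = high control isoproterenol alone, low control NPY with isoproterenol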
* = called active by the depositor.

COc1cc(Br)cc(C=Nc2cccc(C(F)(F)F)c2)c1O was read as S1P4 ag 13.5*, TRPML3 ag 0.8, EP2 modulator 24.2, S1P4 antagonist -15.3, NPY1 pot ag -15.9, NPY-Y2 PAM-ag -4.5, zfTRPN1 agonist 0.1, CHOP inh 69.0 and NPY Y1 blocker -4.3.
For COc1ccc(OC)c(N2CC(O)(c3cccs3)[N+]3=C2SCCC3)c1 (stereo not drawn) the results were S1P4 ag 0.0, TRPML3 ag 0.5, EP2 modulator 2.7, S1P4 antagonist 13.7, NPY1 pot ag -12.3, NPY-Y2 PAM-ag -11.7, zfTRPN1 agonist -0.7, CHOP inh -14.2 and NPY Y1 blocker 8.6.
Screening COc1ccc(OCC(=O)NNC(=O)c2c(-c3ccccc3Cl)noc2C)cc1 returned S1P4 ag -1.1, TRPML3 ag 0.7, EP2 modulator -16.3, S1P4 antagonist -3.8, NPY1 pot ag 10.0, NPY-Y2 PAM-ag 13.2, zfTRPN1 agonist -1.8 and CHOP inh -3.2.
For COC(=O)c1c(C(=O)OC)c2n(c1C)CCS2 the results were S1P4 ag -1.7, TRPML3 ag 0.7, EP2 modulator 19.3, S1P4 antagonist 0.5, NPY1 pot ag -0.9, NPY-Y2 PAM-ag 8.2, zfTRPN1 agonist 0.6 and CHOP inh 14.2.
`COC(=O)c1ccc(C(=O)OC)c(NC(=O)CN2CCCCC2)c1` gave S1P4 ag 1.1, TRPML3 ag 0.7, EP2 modulator 38.4, S1P4 antagonist -8.1, NPY1 pot ag -5.8, NPY-Y2 PAM-ag 8.8, zfTRPN1 agonist 1.0, CHOP inh -11.0 and NPY Y1 blocker 5.1.
Screening CC(=O)Nc1nnc(SCc2cccc(F)c2)s1 returned S1P4 ag 0.2, TRPML3 ag 0.9, EP2 modulator 2.9, S1P4 antagonist 12.7, NPY1 pot ag 11.4, NPY-Y2 PAM-ag -7.3, zfTRPN1 agonist 1.3, CHOP inh 3.6 and NPY Y1 blocker -1.4.
Screening CCOc1ccc(/C=N/n2nnnc2N)cc1O returned S1P4 ag 1.2, TRPML3 ag -0.3, EP2 modulator 8.8, S1P4 antagonist -1.9, NPY1 pot ag -9.7, NPY-Y2 PAM-ag 4.1, zfTRPN1 agonist -0.9 and CHOP inh 16.4.
Screening Cc1nn(-c2ccccc2)c(N)c1N=Nc1ccc(Cl)cc1 returned S1P4 ag 2.2, TRPML3 ag 0.1, EP2 modulator -7.1, S1P4 antagonist 7.6, NPY1 pot ag -8.1, NPY-Y2 PAM-ag 9.0, zfTRPN1 agonist -0.1, CHOP inh 51.7 and NPY Y1 blocker 0.0.
`Cc1ccc(-c2c[n+](CC(=O)Nc3ccccc3)c3n2CCC3)cc1` gave S1P4 ag -0.3, TRPML3 ag 0.4, EP2 modulator 7.8, S1P4 antagonist -9.0, NPY1 pot ag 18.2, NPY-Y2 PAM-ag -7.0, zfTRPN1 agonist 0.8 and CHOP inh 16.6.
O=C(Nc1ccccc1N1CCN(c2ccccc2)CC1)c1ccccc1F was read as S1P4 ag -0.3, TRPML3 ag 0.4, EP2 modulator 39.3, S1P4 antagonist 6.6, NPY1 pot ag -7.2, NPY-Y2 PAM-ag -17.9, zfTRPN1 agonist 0.0, CHOP inh 34.1 and NPY Y1 blocker 36.4*.
For COC(=O)Nc1ccc(S(=O)(=O)N2CCCC(C(=O)N3CCCCCC3)C2)cc1 (stereo not drawn) the results were S1P4 ag 1.4, TRPML3 ag 1.3, EP2 modulator -3.8, S1P4 antagonist -12.6, NPY1 pot ag -15.9, NPY-Y2 PAM-ag 3.0, zfTRPN1 agonist 0.2, CHOP inh 18.9 and NPY Y1 blocker 2.0.
COC(=O)Nc1ccc(S(=O)(=O)Nc2ccccc2F)cc1 was read as S1P4 ag 0.4, TRPML3 ag 0.4, EP2 modulator -14.5, S1P4 antagonist -12.8, NPY1 pot ag 7.7, NPY-Y2 PAM-ag 6.6, zfTRPN1 agonist 0.0, CHOP inh 17.3 and NPY Y1 blocker 0.0.

The closing 4 compounds of the part above lead into the next.
`Cc1ccc(-c2c[n+](CC(=O)Nc3ccccc3)c3n2CCC3)cc1` gave S1P4 ag -0.3, TRPML3 ag 0.4, EP2 modulator 7.8, S1P4 antagonist -9.0, NPY1 pot ag 18.2, NPY-Y2 PAM-ag -7.0, zfTRPN1 agonist 0.8 and CHOP inh 16.6.
O=C(Nc1ccccc1N1CCN(c2ccccc2)CC1)c1ccccc1F was read as S1P4 ag -0.3, TRPML3 ag 0.4, EP2 modulator 39.3, S1P4 antagonist 6.6, NPY1 pot ag -7.2, NPY-Y2 PAM-ag -17.9, zfTRPN1 agonist 0.0, CHOP inh 34.1 and NPY Y1 blocker 36.4*.
For COC(=O)Nc1ccc(S(=O)(=O)N2CCCC(C(=O)N3CCCCCC3)C2)cc1 (stereo not drawn) the results were S1P4 ag 1.4, TRPML3 ag 1.3, EP2 modulator -3.8, S1P4 antagonist -12.6, NPY1 pot ag -15.9, NPY-Y2 PAM-ag 3.0, zfTRPN1 agonist 0.2, CHOP inh 18.9 and NPY Y1 blocker 2.0.
COC(=O)Nc1ccc(S(=O)(=O)Nc2ccccc2F)cc1 was read as S1P4 ag 0.4, TRPML3 ag 0.4, EP2 modulator -14.5, S1P4 antagonist -12.8, NPY1 pot ag 7.7, NPY-Y2 PAM-ag 6.6, zfTRPN1 agonist 0.0, CHOP inh 17.3 and NPY Y1 blocker 0.0.
`C/C(=C\C(=O)c1ccc(Br)cc1)N1CCCCC1` gave S1P4 ag 0.6, TRPML3 ag 0.7, EP2 modulator -37.2, S1P4 antagonist 14.6, NPY1 pot ag 1.6, NPY-Y2 PAM-ag -21.6, zfTRPN1 agonist 0.1, CHOP inh 26.8 and NPY Y1 blocker 10.8.
Screening CCOc1ccc(CC(C(N)=O)C(N)=O)cc1CN(C)C returned S1P4 ag 1.7, TRPML3 ag -0.5, EP2 modulator 5.4, S1P4 antagonist 0.5, NPY1 pot ag -8.3, NPY-Y2 PAM-ag 2.6, zfTRPN1 agonist 0.1, CHOP inh 10.9 and NPY Y1 blocker -0.5.
Screening CCOc1nc(NC(=O)NS(=O)(=O)Oc2cccc(Cl)c2)nc(-c2ccccc2)n1 returned S1P4 ag -1.8, TRPML3 ag -0.1, EP2 modulator -27.1, S1P4 antagonist -10.6, NPY1 pot ag 3.2, NPY-Y2 PAM-ag -6.0, zfTRPN1 agonist -0.9, CHOP inh 9.8 and NPY Y1 blocker -2.2.
`CCOC(=O)CSc1ccc(S(=O)(=O)N2CCCCC2)cc1[N+](=O)[O-]` gave S1P4 ag 0.8, TRPML3 ag 0.7, EP2 modulator 17.6, S1P4 antagonist 6.8, NPY1 pot ag -14.8, NPY-Y2 PAM-ag -6.9, zfTRPN1 agonist 0.3, CHOP inh 1.0 and NPY Y1 blocker 6.2.
Screening COCCNC(=O)CSc1nc2ccccc2c(=O)n1CC1CCCO1 (stereo not drawn) returned S1P4 ag 1.1, TRPML3 ag 0.2, EP2 modulator 5.5, S1P4 antagonist 20.6, NPY1 pot ag -2.4, NPY-Y2 PAM-ag -14.1, zfTRPN1 agonist 1.1, CHOP inh 8.7 and NPY Y1 blocker 3.0.
Cc1ccc(CC(=O)NC(C)CCc2ccccc2)cc1 (stereo not drawn) was read as S1P4 ag -0.6, TRPML3 ag -0.2, EP2 modulator 7.0, S1P4 antagonist -4.9, NPY1 pot ag -4.6, NPY-Y2 PAM-ag -24.6, zfTRPN1 agonist -1.2, CHOP inh 18.9 and NPY Y1 blocker 9.8.
CCOC(=O)CN(C(=O)COc1nc(C)cc(C)c1C#N)c1ccc(F)cc1 was read as S1P4 ag 0.5, TRPML3 ag 0.3, EP2 modulator 1.8, S1P4 antagonist 15.3, NPY1 pot ag -4.3, NPY-Y2 PAM-ag -4.1, zfTRPN1 agonist -0.3 and CHOP inh -9.3.
Screening CCOC(=O)C(C)Oc1cccc2c(=O)n(CC(=O)N3CCCc4ccccc43)ccc12 (stereo not drawn) returned S1P4 ag 3.0, TRPML3 ag 0.6, EP2 modulator -10.3, S1P4 antagonist -27.5, NPY1 pot ag -5.6, NPY-Y2 PAM-ag -1.2, zfTRPN1 agonist 0.7, CHOP inh 24.5 and NPY Y1 blocker -2.0.
Screening O=C(COC(=O)c1cccnc1)NC1CCCc2ccccc21 (stereo not drawn) returned S1P4 ag 1.2, TRPML3 ag 1.3, EP2 modulator 0.7, S1P4 antagonist 3.4, NPY1 pot ag 0.2, NPY-Y2 PAM-ag -8.9, zfTRPN1 agonist 0.2, CHOP inh 10.3 and NPY Y1 blocker -2.7.
Screening O=C(NCc1ccco1)c1ccccc1F returned S1P4 ag 1.9, TRPML3 ag 1.0, EP2 modulator 31.6, S1P4 antagonist -1.6, NPY1 pot ag -2.1, NPY-Y2 PAM-ag -9.1, zfTRPN1 agonist 1.1, CHOP inh 6.3 and NPY Y1 blocker 5.1.
For Cc1ccc(C(=O)Nc2cc(C(C)C)c(O)c(C(C)C)c2)cc1 the results were S1P4 ag 0.4, TRPML3 ag -1.1, EP2 modulator -3.5, S1P4 antagonist -3.5, NPY1 pot ag 11.1, NPY-Y2 PAM-ag 8.7, zfTRPN1 agonist -4.0, CHOP inh 73.9* and NPY Y1 blocker -2.8.
Screening O=C(NCc1nc(-c2ccc(C(F)(F)F)cc2)no1)c1cccs1 returned S1P4 ag 0.2, TRPML3 ag -1.0, EP2 modulator -38.4, S1P4 antagonist 6.2, NPY1 pot ag -4.5, NPY-Y2 PAM-ag -22.6, zfTRPN1 agonist 1.5 and CHOP inh 21.9.
Screening O=C(CSc1nc(-c2ccc(F)cc2)nc2c1Cc1ccccc1O2)Nc1ccc(C(=O)O)cc1 returned S1P4 ag 3.3, TRPML3 ag -0.1, EP2 modulator 24.6, S1P4 antagonist -18.7, NPY1 pot ag -8.7, NPY-Y2 PAM-ag 2.0, zfTRPN1 agonist 0.6, CHOP inh 15.4 and NPY Y1 blocker 3.2.
For Cc1ccccc1-n1c(C)nnc1SCC(=O)NCC1CCCO1 (stereo not drawn) the results were S1P4 ag -0.7, TRPML3 ag 0.5, EP2 modulator 9.7, S1P4 antagonist -2.0, NPY1 pot ag 14.8, NPY-Y2 PAM-ag 6.1, zfTRPN1 agonist 3.8, CHOP inh 14.0 and NPY Y1 blocker 2.7.
`COc1ccc(OC)c(-c2cc(C3CCN(c4ncccc4[N+](=O)[O-])CC3)[nH]n2)c1` gave S1P4 ag 0.7, TRPML3 ag 0.3, EP2 modulator 2.2, S1P4 antagonist -13.6, NPY1 pot ag 15.8, NPY-Y2 PAM-ag 8.9, zfTRPN1 agonist -0.7, CHOP inh 41.7 and NPY Y1 blocker 0.2.
